Screening results from PubChem BioAssay.
RGS4 act = potentiators or activators of RGS4. HEK293 M3R/inducible RGS4, carbachol calcium flux Fluo4; active compounds read low. B-score at 10 µM. 310,000 tested, 0.92% active. AID 463111;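 active means B-score of the integrated calcium signal more than 4 SD below the library mean, with starting fluorescence not abnormally high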;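 further: negative B-score means reduced calcium response which marks RGS4 activation or potentiation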
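Assay system: Inducible-RGS4 HEK293 cells carrying M3 receptor | Schedule: Compound preincubation 20 min at room temperature before agonist | Signal: Kinetic calcium fluorescence imaging with Fluo4-AM dye, 2 µM | Read-out basis: B score from integrated fluorescence ratio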
KCNQ1 act = potentiators or activators of human KCNQ1 potassium channel; B-score at 10 µM; 310,000 tested, 0.35% active; CHO-K1 KCNQ1, thallium flux FluxOR fluorescence; active compounds read high; P51787;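 active means fluorescence ratio B-score, a plate-corrected score, at least three library SD, with initial intensity B-score within 5 SD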
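Doses: Single concentration per compound, DMSO matched to controls | Test system: KCNQ1-transfected CHO-K1 cells | Timing: 90 min dye loading and 20 min compound exposure, both at room temperature | Measured by: Kinetic FluxOR thallium fluorescence, 10-s 1-Hz baseline, 110-s post-stimulus read | Medium: Assay buffer with matched DMSO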
PolyA inhibitor = yeast polyadenylation inhibition. S. cerevisiae SKY197-pL101 polyadenylation reporter, beta-gal luminescence; efflux-impaired pdr1/pdr3 knockout yeast; score 100 = 6 SD above DMSO. calls only at 12 µM. 300,000 tested, 0.02% active. AID 1875;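 active means lowest replicate activity score at least 50, where 100 means six control SD above control mean; inconclusive means lowest score under 50 but half or more replicates reach 50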;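 further: yeast exposed to compound for 9 h at 30 °C; higher score means more reporter readthrough which indicates perturbed polyadenylation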
KCNQ1 inh = human KCNQ1 channel inhibition; P51787; CHO-K1 KCNQ1, FluxOR thallium flux fluorescence; active compounds read high; B-score at 10 µM; 310,000 tested, 1.3% active; AID 2642;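 active means compounds whose thallium flux B-score, printed positive for inhibition, exceeds three library SD while starting fluorescence stays within three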;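 further: channel opened by potassium depolarization with thallium stimulus after 20 min compound exposure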
GSK3B inh = human GSK3beta kinase inhibition | P49841 | GST-GSK3beta kinase, ADP-Glo luminescence, 60 min; active compounds read low | activity score (negative = inhibition), % at 10 µM | 300,000 tested, 0.038% active | AID 2097;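 active means more than half of replicate wells score below -50%, meaning over 50% inhibition versus plate controls; inconclusive means some replicates but at most half score below -50%; inactive means no replicate scores below -50%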;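 further: 0% = median DMSO wells and -100% = median GW8510 positive control wells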
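Assay system: GST-fused GSK3beta enzyme, cell-free / Medium: Tris pH 7.5 buffer with MgCl2, DTT, BSA, heparin / Also added: peptide substrate plus 25 µM ATP (final) / Compound: 10 µM single point / Timing: kinase reaction with compound 60 min at room temperature / Detection: ADP-Glo luminescence / Benchmarks: DMSO neutral wells and GW8510 at 20 µM as positive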
HDAC3 inh = blocks human histone deacetylase 3 | recombinant HDAC3, fluorogenic peptide/trypsin coupled, fluorescence | inhibition, % at 8.3 µM | 320,000 tested, 0.15% active | AID 2718; in the data active means inhibition above about 26%, passing the limit was not always enough; inconclusive means no clear call, values can overlap the other calls
KCNK3 block = human KCNK3 channel inhibition, primary screen. O14649. CHO-KCNK3 thallium flux, FluxOR fluorescence; active compounds read low. B-score at 10 µM. 340,000 tested, 0.84% active;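 active means B-score under library mean minus 4 SD, starting fluorescence ratio at most library mean plus 5 SD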;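 further: more negative B-score means stronger inhibition of thallium flux through KCNK3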
Target sequence (O14649 whole entry, looked up): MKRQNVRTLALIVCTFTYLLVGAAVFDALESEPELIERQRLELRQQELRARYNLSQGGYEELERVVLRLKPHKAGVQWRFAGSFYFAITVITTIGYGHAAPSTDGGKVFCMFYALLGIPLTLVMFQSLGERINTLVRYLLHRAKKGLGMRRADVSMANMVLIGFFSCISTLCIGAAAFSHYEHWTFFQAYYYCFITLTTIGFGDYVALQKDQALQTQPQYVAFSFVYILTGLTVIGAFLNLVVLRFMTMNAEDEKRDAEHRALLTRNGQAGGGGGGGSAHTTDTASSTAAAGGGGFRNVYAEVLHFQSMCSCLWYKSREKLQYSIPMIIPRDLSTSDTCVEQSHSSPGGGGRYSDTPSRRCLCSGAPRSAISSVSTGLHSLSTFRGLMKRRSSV
KCNK9 block = human KCNK9 channel inhibition; B-score at 10 µM; Q9NPC2; 310,000 tested, 1.2% active; HEK293 KCNK9, FluxOR thallium flux fluorescence; active compounds read low; AID 488922;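 active means ratio B-score over 3 SD below the library mean, with starting fluorescence within 5 SD of its mean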;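 further: negative B-score means less thallium flux so channel inhibition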
Target sequence (Q9NPC2 whole entry, looked up): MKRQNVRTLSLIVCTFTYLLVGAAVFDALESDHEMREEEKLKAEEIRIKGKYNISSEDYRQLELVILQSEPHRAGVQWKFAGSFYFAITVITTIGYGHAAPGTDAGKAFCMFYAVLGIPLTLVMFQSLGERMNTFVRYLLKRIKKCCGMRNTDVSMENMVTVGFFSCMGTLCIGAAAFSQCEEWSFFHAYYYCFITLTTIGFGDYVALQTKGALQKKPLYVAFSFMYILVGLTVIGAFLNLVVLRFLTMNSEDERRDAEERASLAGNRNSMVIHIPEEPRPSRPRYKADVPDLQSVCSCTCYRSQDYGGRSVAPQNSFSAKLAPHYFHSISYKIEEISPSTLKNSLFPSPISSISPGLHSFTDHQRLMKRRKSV
Dyrk1A ADPGlo = Dyrk1A (rat) kinase inhibition | AID 504441 | inhibition, % at 12.5 µM | Q63470 | ADP-Glo luminescence, NFATc1 peptide | 310,000 tested, 0.43% active; in the data active means inhibition above about 50%;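 further: plate controls were vehicle with enzyme for no effect and no enzyme for full effect; many of its hits are not listed in these tables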
hERG rescue = hERG (human) protection from proarrhythmic block | CHO-hERG, FluxOR thallium flux, dofetilide IC70 present | activation (rescue from dofetilide block), less the hit threshold, % at 10 µM | 310,000 tested, 0.51% active | AID 1511;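 active means activation above the mean of controls blocked by dofetilide plus 5 SD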;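 further: thallium influx through hERG after potassium depolarization seen as dye fluorescence rise; in these data hits start at about 4.7%; inactives centre near -7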
GSK3A inh = inhibitors of human GSK-3 alpha kinase; 320,000 tested, 0.1% active; ADP-Glo luminescence, 60 min; inhibition, % at 10 µM;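 in the data active means inhibition above about 50%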;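 further: GST-tagged GSK-3 alpha with peptide substrate and 25 µM ATP; 0% = DMSO neutral wells and 100% = GW8510 positive control wells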
Starred values were filed as active, the others as inactive; i = inactive; ? = inconclusive; . = no result given; & = joins results of further samples. Some of the compounds tested, so the mix of outcomes need not match the whole.

SMILES | RGS4 act | KCNQ1 act | PolyA inhibitor | KCNQ1 inh | GSK3B inh | HDAC3 inh | KCNK3 block | KCNK9 block | Dyrk1A ADPGlo | hERG rescue | GSK3A inh
CCOc1ccc(S(=O)(=O)Nc2nc3ccccc3nc2N2CCN(C)CC2)cc1 | i | i | i | i | 1 | 4 | i | i | 7 | 0 | 0
CC(=O)Nc1ccc(C(=O)CSc2ncn(-c3ccccc3)n2)cc1 | i | i | i | i | -3 | -4 | i | i | -3 | -5 | 0
COCCn1c(-c2ccc(OC)c(OC)c2)nc2ccccc21 | i | i | i | i | 0 | -8 | i | i | 3 | -9 | -2
CCOC(=O)c1ccc2c(c1)C1C=CCC1C(C(=O)OCC)N2 (configuration not stated) | i | i | i | i | -4 | 2 | i | i | 0 | -11 | 2
CC(C)c1nnc(NC(=O)c2cnccn2)s1 | i | i | i | i | 1 | -2 | i | i | -4 | -15 | 2
CCOCCCNC(=O)C1CCCN(S(=O)(=O)c2ccc(-n3cnnn3)cc2)C1 (configuration not stated) | i | i | i | i | 2 | -3 | i | i | -5 | -7 | -1
Cc1[nH]c2ccc(OC(F)(F)F)cc2c1CCN1C(=O)c2ccc(C(=O)O)cc2C1=O | i | i | i | i | -2 | -1 | i | i | 8 | -3 | 2
O=C(NN=C1CCCCCCC1)c1ccccn1 | i | i | i | i | -1 | 3 | i | i | 11 | -17 | 0
Cc1ccc(C)c(NC2=C(Cl)C(=O)OC2OC(C)C)c1 (configuration not stated) | i | i | i | i | 1 | 1 | i | i | 10 | -5 | 12
Cc1ccc(NC(=O)CSc2nnc(C)n2CC2CCCO2)cc1 (configuration not stated) | i | i | i | i | 4 | 0 | i | i | 7 | -12 | 0
Cc1ccc(N2CCN(S(=O)(=O)c3ccc4c(c3)n(C)c(=O)c(=O)n4C)CC2C)cc1 (configuration not stated) | i | i | i | i | 0 | -7 | i | i | 8 | -7 | -1
Oc1ccc(C2=Nn3c(nnc3-c3ccco3)SC2)cc1O | i | i | i | i | -23 | 10 | i | i | 79* | -2 | .
COc1ccc2c(c1OC)C(=O)OC2c1c(O)nc(SC)n(-c2ccccc2)c1=O (configuration not stated) | i | i | i | i | 2 | 0 | i | i | 3 | -7 | -3
COc1ccc(NC(=O)CN(C)C(=O)c2ccccc2OC)cc1 | i | i | i | i | -3 | 0 | i | i | 1 | -7 | 0
Cc1nc2nc(C)c(CCC(=O)NCCCN3CCN(c4cccc(Cl)c4)CC3)c(C)n2n1 | i | i | i | i | 0&2 | 1&-5 | i | i | -3&-1 | -6&-2 | 2&9
CCN(CC)S(=O)(=O)c1ccc(C(=O)NNC(=O)c2csc(N3CCOCC3)n2)cc1 | i | i | i | i | -4 | 5 | i | i | -11 | -19 | -2
Cc1ccc(S(=O)(=O)NNC(=O)c2ccncc2)cc1 | i | i | i | i | -3 | 2 | i | i | -5 | -1 | 0
O=S(=O)(Cc1ccccc1)Cc1cnc(Cl)s1 | i | i | i | i | 3 | -1 | i | i | -2 | -3 | -3
COC(=O)c1ccccc1NC(=O)Nc1cc(C)ccn1 | i | i | i | i | 4 | -3 | i | i | 0 | -8 | .
COc1ccc(NC(=O)COC(=O)c2ccc(OCc3ccc(Cl)cc3Cl)c(OC)c2)c(OC)c1 | i | i | i | i | -1 | 5 | i | i | -8 | -9 | 0
O=C(c1ccco1)N1CCN(S(=O)(=O)c2ccc(Cl)cc2)CC1 | i | i | i | i | -3 | 4 | i | i | 13 | -8 | -6
CCN1CCN(C(=S)Nc2ccc(Cl)c(Cl)c2)CC1 | i | i | i | i | 3 | -1 | i | i | 0 | -6 | 1
Cc1ccc(NC(=S)N2CCN(c3ncccn3)CC2)c(C)c1 | i | i | i | i | 3 | . | i | i | . | -4 | .
COC(=O)c1ccc(C(=O)OC)c(NS(=O)(=O)c2ccc(NC(C)=O)cc2)c1 | i | i | i | i | 1 | -15 | i | i | 0 | -4 | -3
Cc1cc(Nc2cccc(Cl)c2Cl)n2ncnc2n1 | i | i | i | i | 0 | 3 | i | i | 6 | -2 | 4

The results go on:
SMILES | RGS4 act | KCNQ1 act | PolyA inhibitor | KCNQ1 inh | GSK3B inh | HDAC3 inh | KCNK3 block | KCNK9 block | Dyrk1A ADPGlo | hERG rescue | GSK3A inh
Cc1[nH][nH]c(=O)c1C(c1cc([N+](=O)[O-])ccc1O)c1c(C)[nH][nH]c1=O | i | i | i | i | 3 | 0 | i | i | -1 | 2 | -1
Cn1nc(C(=O)NCCc2ccc(S(N)(=O)=O)cc2)c2ccccc2c1=O | i | i | i | i | 2 | -3 | i | i | 2 | -11 | .
O=C(COC(=O)c1cncc(Br)c1)NC1CCCCC1 | i | i | i | i | -1 | -1 | i | i | -1 | -11 | -1
COc1ccc2nc(N3C(=O)C(O)=C(C(=O)c4ccco4)C3c3ccccc3OC)sc2c1 (configuration not stated) | i | i | i | i | 1 | 4 | i | i | 5 | -9 | 0
c1ccc(-n2nnnc2NC2CCCCCC2)cc1 | i | i | i | i | 1 | -7 | i | i | 24 | -4 | -5
Cc1nn(C)c(C(=O)Nc2ccc(Cn3cccn3)cc2)c1[N+](=O)[O-] | i | i | i | i | -8 | ? | i | i | 1 | -7 | 0
CS(=O)(=O)c1nc2ccccc2n1Cc1ccccc1 | i | i | i | i | 0 | -3 | i | i | 8 | -9 | -2
O=C1/C(=C/c2ccncc2)SC(=S)N1Cc1ccccc1 | i | i | . | i | 3 | 9 | i | i | 8 | -8 | -2
COc1ccccc1C(=O)NCC(c1ccco1)N1CCc2ccccc21 (configuration not stated) | i | i | i | i | -2 | -3 | i | i | 2 | -13 | -2
CC(C)c1c(C(=O)N/N=C/c2ccoc2)nnn1-c1nonc1N | i | i | i | i | -8 | 1 | i | i | 3 | -12 | 5
Cc1ccc(CNS(=O)(=O)c2cc3c4c(c2)C(C)C(=O)N4CCC3)cc1 (configuration not stated) | i | i | i | i | 1 | ? | i | i | 1 | -12 | 0
CCCNC(=O)CCCCn1c(=S)[nH]c2c([nH]c3ccc(OC)cc32)c1=O | i | i | i | i | -1 | 0 | i | i | -4 | -4 | -2
C[C@]1(C(=O)NCc2cc(F)cc(C(F)(F)F)c2)C=C[C@@H](Cc2ccccc2)N1C(=O)c1ccccc1 | i | i | i | i | -1 | 18 | i | i | 8 | -11 | -3
Cc1ccc2oc(=O)n(Cc3ccc(F)cc3)c2c1 | i | i | i | i | -4 | 4 | i | i | -2 | -1 | -2
CC1=CC2=NC(=O)/C(=C/c3cccs3)C(=N)N2O1 | i | i | i | i | 1 | 3 | i | i | . | -5 | 3
COC(=O)c1c(NC(=O)C(C)C)sc(C(=O)N2CCOCC2)c1C | i | i | i | i | 1 | 1 | i | i | -3 | -3 | 0
CC(C)[C@@H](C(=O)N1CCNCC1)n1cc(CCO)nn1 | i | i | i | i | 2 | 6 | i | i | 4 | -10 | 0
CN1CCCc2cc(C#N)c(=O)[nH]c21 | i | i | i | i | 3 | -271 | i | i | 4 | -2 | 1
Cc1ccc(C(=O)OCC(=O)NC2CCCC2)cc1 | i | i | i | i | -5 | 1 | i | i | -2 | -3 | -4
CCN(CC(=O)NCc1cccs1)S(=O)(=O)c1ccc(NC(C)=O)cc1 | i | i | i | i | 0 | 4 | i | i | 2 | -8 | .
CCN(CC)C(=O)/C(=C\c1ccncc1)NC(=O)c1ccccc1 | i | i | i | i | 2 | 5 | i | i | -3 | -5 | 4
O=C1CC(c2ccccc2)Cc2nc(N3CCc4ccccc43)ncc21 (configuration not stated) | i | i | i | i | -2 | -3 | i | i | 0 | -10 | 3
COc1ccc(N(CC(=O)NCc2ccc(C)cc2)S(=O)(=O)c2c(C)nn(C)c2C)cc1 | i | i | i | i | 2 | 0 | i | i | -6 | -2 | -1
CCN(CCNc1ccc(Cl)cc1[N+](=O)[O-])C(=O)c1cc([N+](=O)[O-])c(N(C)C)cc1OC | i | i | i | i | 1 | 11 | i | i | 0 | -6 | .
O=C(OCCCCN1C(=O)c2ccccc2C1=O)c1ccc(Br)o1 | i | i | i | i | 4 | 8 | i | i | -8 | -2 | .

Entries of single compounds, quoted from the list.
`CC1=CC2=NC(=O)/C(=C/c3cccs3)C(=N)N2O1` in the list: RGS4 act: i; KCNQ1 act: i; PolyA inhibitor: i; KCNQ1 inh: i; GSK3B inh: 1; HDAC3 inh: 3; KCNK3 block: i; KCNK9 block: i; Dyrk1A ADPGlo: .; hERG rescue: -5; GSK3A inh: 3
`O=C(OCCCCN1C(=O)c2ccccc2C1=O)c1ccc(Br)o1` in the list: RGS4 act: i; KCNQ1 act: i; PolyA inhibitor: i; KCNQ1 inh: i; GSK3B inh: 4; HDAC3 inh: 8; KCNK3 block: i; KCNK9 block: i; Dyrk1A ADPGlo: -8; hERG rescue: -2; GSK3A inh: .

(listing goes on)
SMILES | RGS4 act | KCNQ1 act | PolyA inhibitor | KCNQ1 inh | GSK3B inh | HDAC3 inh | KCNK3 block | KCNK9 block | Dyrk1A ADPGlo | hERG rescue | GSK3A inh
COC(=O)c1ccccc1NC(=S)N(Cc1ccc2c(c1)OCO2)Cc1cc2ccc(C)cc2[nH]c1=O | i | i | i | 6* | -3 | -1 | i | i | -6 | -7 | 5
Cc1ccccc1S(=O)(=O)/N=C(/c1ccccc1)N1CCOCC1 | i | i | i | i | 0 | 2 | i | i | 1 | -1 | 7
O=C(Nc1ccc(Cl)cc1)C1CC2CCCC(C1)C2=O (configuration not stated) | i | i | i | i | 0 | -7 | i | i | 3 | -3 | 0
COc1ccc(/C=C/C(=O)NC2CCCCC2C)cc1 (configuration not stated) | i | i | i | i | 0 | 2 | i | i | . | -12 | -1
O=C(NCCC1=CCCCC1)C(=O)NCC1OCCCN1S(=O)(=O)c1cc(F)ccc1F (configuration not stated) | i | i | i | i | 3 | -3 | i | i | 0 | -13 | .
CCOC(=O)c1ccc(N(C(=O)c2ccco2)C(C(=O)NC2CCCCC2)c2ccncc2)cc1 (configuration not stated) | i | i | i | i | 2 | 1 | i | i | -5 | -6 | -1
COC(=O)c1cc2occc2n1CC(=O)Nc1ccc(OC)c(OC)c1 | i | i | i | i | -3 | -8 | i | i | 1 | -4 | 2
